DENV2 CPE – protects cells from dengue virus 2 cytopathic effect. 1.7% of 350,000 active. DENV2-infected cells, cytopathic effect rescue, plate reader. CPE inhibition, % at 9.99 µM. AID 651640; in the data active = CPE inhibition above about 20%, passing the limit was not always enough; inconclusive = no clear call, values can overlap the other calls; tested in BHK-21 cells;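 note: 0% = median of neutral control wells and 100% = median of positive control wells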
ERp5 inh – blocks human ERp5 reductase activity on insulin | 0.05% of 350,000 active | Q15084 | ERp5 insulin aggregation, absorbance 650 nm, 90 min | inhibition, % at 9.99 µM;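 active = mean replicate inhibition above about 25%, with every replicate also reaching it, limit read from the data, passing the limit was not always enough; inconclusive = only one of those two criteria met; inactive = neither criterion met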
Target sequence (Q15084 whole entry, looked up): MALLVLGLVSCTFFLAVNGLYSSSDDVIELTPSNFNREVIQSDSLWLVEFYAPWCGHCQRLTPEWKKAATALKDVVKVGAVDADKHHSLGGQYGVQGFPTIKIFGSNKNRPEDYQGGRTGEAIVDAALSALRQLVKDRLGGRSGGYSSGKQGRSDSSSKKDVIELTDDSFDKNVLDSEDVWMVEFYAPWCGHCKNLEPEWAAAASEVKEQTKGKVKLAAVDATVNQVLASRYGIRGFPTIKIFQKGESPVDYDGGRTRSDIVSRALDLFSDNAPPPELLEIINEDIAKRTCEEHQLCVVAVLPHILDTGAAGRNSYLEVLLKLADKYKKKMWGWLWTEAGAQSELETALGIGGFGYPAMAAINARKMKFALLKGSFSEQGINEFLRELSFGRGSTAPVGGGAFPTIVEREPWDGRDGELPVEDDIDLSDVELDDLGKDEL
PglD inh – PglD (C. jejuni) enzyme inhibition; purified PglD enzyme, DTNB colorimetric CoA detection; inhibition, % at 12.5 µM; 0.098% of 360,000 active; AID 602405; in the data active = inhibition above about 16%, passing the limit was not always enough; inconclusive = no clear call, values can overlap the other calls; note: strong numbers were not always called active
SIRT5 inh – sirtuin-5 (human) deacylase inhibition | inhibition, % at 15 µM | Purified SirT5, succinyl-peptide AMC, trypsin-coupled fluorescence | 1.1% of 330,000 active | Q9NXA8; in the data active = inhibition above about 15%; inconclusive = no clear call, values can overlap the other calls
Target sequence (Q9NXA8 whole entry, looked up): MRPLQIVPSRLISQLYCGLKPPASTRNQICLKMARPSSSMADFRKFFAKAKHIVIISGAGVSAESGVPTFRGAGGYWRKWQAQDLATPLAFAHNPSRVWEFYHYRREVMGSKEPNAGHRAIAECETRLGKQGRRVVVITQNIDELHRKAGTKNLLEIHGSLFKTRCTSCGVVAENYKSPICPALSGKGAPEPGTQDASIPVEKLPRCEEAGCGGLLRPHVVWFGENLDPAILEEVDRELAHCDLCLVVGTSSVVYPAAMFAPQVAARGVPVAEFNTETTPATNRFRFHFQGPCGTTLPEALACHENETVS
S100A4 MyoIIA – blocks human S100A4 binding to myosin IIA peptide | P26447 | S100A4/TAMRA-MyoIIA peptide fluorescence polarization | inhibition, % at 10.7 µM | 0.14% of 360,000 active | AID 652163;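 active = mean inhibition of at least 70% across replicates, with every replicate also reaching that level; inconclusive = mean inhibition reaches 70% but some replicates fall short; inactive = mean inhibition below 70%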
Target sequence (P26447 whole entry, looked up): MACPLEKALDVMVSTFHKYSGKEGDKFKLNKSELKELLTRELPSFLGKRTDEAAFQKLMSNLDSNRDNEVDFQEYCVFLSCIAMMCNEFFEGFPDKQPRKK
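incubation = readout 5 min after mixing, signal stable up to 60 min | system = S100A4 monomer protein | buffer or medium = HEPES pH 7.2 with CaCl2, KCl, NaCl, DTT, Triton | benchmarks = neutral control DMSO, positive control TFP | also added = fluorescent myosin IIA peptide, 5 nM | compound dosing = one concentration per compound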
C2C12 statin – protects C2C12 myotubes from simvastatin toxicity | 0.78% of 330,000 active | rescue of ATP level, % at 7.49 µM | AID 602340 | ATP luminescence, 48 h; scaled: DMSO 0, geranylgeraniol control 100;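 active = mean ATP rescue above about 67%, or every replicate alone reaching that limit, limit read from the data, passing the limit was not always enough; inconclusive = no clear call, values can overlap the other calls; inactive = mean under the limit and some replicate under it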;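 note: myotubes were challenged with 10 µM simvastatin during compound exposure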
E-selectin induc – E-selectin induction on HUVECs; AID 686992; activation, % at 7.58 µM; P16581; HUVEC E-selectin immunofluorescence imaging; normalized: neutral wells 0, TNF-alpha wells 100; 0.37% of 260,000 active;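 active = mean E-selectin-positive cell signal at least 10% of the positive control, reached in at least 60% of replicates, without over 20% cell loss; inconclusive = no rule given, readout overlaps actives, possibly toxicity-flagged; inactive = the rest, including those meeting only one limit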;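 note: in these data hits start at about 27%; measured in HUVEC primary endothelial cells; signal is the percent of cells scored E-selectin positive by PE staining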
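assay system = HUVEC, human umbilical vein endothelial cells | input = 3,000 HUVEC seeded per well | medium = EGM-2 growth medium on 0.1% gelatin-coated wells | dosing = one compound dose added by pin transfer | signal = immunofluorescence imaging | read-out basis = % PE-positive cells | control set = TNF-alpha, DMSO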
* marks the source's active call; other numbers are inactive results; u = inconclusive; x = not tested or not shown. The list is partial (hit frequency here may not be typical).

The line under a structure holds: DENV2 CPE, ERp5 inh, PglD inh, SIRT5 inh, S100A4 MyoIIA, C2C12 statin, E-selectin induc
O=C(CC1Sc2ccccc2NC1=O)NCc1ccc(Cl)cc1 (configuration not stated)
  x, 7, 1, 10, -8, 2, -1.6
CCCCNS(=O)(=O)c1ccc2nc(SCC(N)=O)[nH]c2c1
  7, -2, 3, x, -4, -6, 8.2
Cn1cc(S(=O)(=O)Cc2ccc(F)cc2)c2ccccc21
  -6, 4, 0, 0, -4, -1, x
COC(=O)c1ccc(Nc2ccc3nonc3c2[N+](=O)[O-])cc1
  1, 2, -6, -2, 0, -1, x
COc1ccc(N(CC(=O)N/N=C/c2cccs2)S(=O)(=O)c2ccccc2)cc1
  3, 0, x, -4, 1, x, x
COc1cccc(-n2nnnc2SCC(=O)NCCc2ccc(OC)c(OC)c2)c1
  2, -1, x, -4, -2, x, x
COc1ccc2c(c1)[C@H]1[C@H](CO2)[C@H](c2ccccc2)[C@]2(C)C(=O)N(CC3CCCO3)CC(=O)N12 (some centres not stated)
  -3, 5, 1, 2, -1, -12, -0.1
Cc1noc(NS(=O)(=O)c2ccc(NC(=O)c3ccccc3NS(=O)(=O)c3ccc(F)cc3)cc2)c1C
  -10, 1, -1, 3, -2, 12, x
CCc1ccccc1NC(=O)NNC(=O)c1ccc2ccccc2c1O
  9, -4, -2, 0, -6, 3, 1.0
O=[N+]([O-])c1cccc(/C=N/N2CCN(Cc3ccccc3)CC2)c1
  -1, 7, -7, 6, -3, 2, 0.1
Cc1nnc(SCC(=O)N(CC(C)C)C2CCS(=O)(=O)C2)n1N (configuration not stated)
  -13, -2, 5, -1, 1, 12, x
Cc1ccc(OCCC(=O)Nc2cc(S(=O)(=O)N3CCOCC3)ccc2N2CCCC2)cc1
  -11, -9, 2, -1, -15, 5, 0.1
Cc1noc(C)c1NC(=O)N(C)C[C@@H]1OCCCC[C@H](C)Oc2ccc(NS(=O)(=O)c3cn(C)cn3)cc2C(=O)N([C@@H](C)CO)C[C@H]1C
  -2, x, -3, x, x, 6, -0.2
CCC(=O)N1CC[C@@H]2[C@H]1c1cc(-c3ccccc3)ccc1N[C@@H]2CO
  x, x, -2, -5, x, -15, 0.5
COc1ccc(Nc2nc(=O)c3cc([N+](=O)[O-])ccc3s2)cc1
  1, 3, x, -4, -5, x, 1.7
COc1cc(/C=N/NC(=O)CSc2ccccn2)ccc1O
  1, 1, x, 2, 0, x, 3.6
C=CCNc1ccc(N2C(=O)CCCC2=O)cc1[N+](=O)[O-]
  11, 3, -1, -3, 6, -4, -0.1
Cc1cccc(Nc2nc(N)nc(CN3CCC(C)CC3)n2)c1C
  x, -8, 0, 2, -4, 14, x
NC(=O)C1CCCc2c1n(Cc1ccccc1)c1ccccc21 (configuration not stated)
  20, -3, -5, -8, 7, 2, 0.7
Cn1c(SCC(=O)c2ccc(O)cc2O)nnc1-c1ccccc1
  0, 3, x, 0, 4, -2, 0.0

Complete entries, quoted from the list. Values in the order: DENV2 CPE	ERp5 inh	PglD inh	SIRT5 inh	S100A4 MyoIIA	C2C12 statin	E-selectin induc
COc1cc(/C=N/NC(=O)CSc2ccccn2)ccc1O as listed: 1	1	x	2	0	x	3.6
C=CCNc1ccc(N2C(=O)CCCC2=O)cc1[N+](=O)[O-] as listed: 11	3	-1	-3	6	-4	-0.1
Cn1c(SCC(=O)c2ccc(O)cc2O)nnc1-c1ccccc1 as listed: 0	3	x	0	4	-2	0.0

(continued)
The line under a structure holds: DENV2 CPE, ERp5 inh, PglD inh, SIRT5 inh, S100A4 MyoIIA, C2C12 statin, E-selectin induc
CCOc1cccc(-c2nnc(SCC(=O)NC3CC3)n2C)c1
  -3, -3, -4, 3, 4, 2, 0.6
COc1cc([N+](=O)[O-])ccc1N
  -8, 1, 1, 0, 4, -2, x
COc1cccc(-c2ccc([C@H]3[C@H](C#N)N(C(=O)Cc4ccncc4)[C@H]3CO)cc2)c1
  4, -3, 3, 0, -20, 16, -0.1
O=C(O)C1Sc2[nH]c(=O)sc2C2c3ccc(O)cc3OC(=O)C12 (configuration not stated)
  x, -3, -10, -9, -1, 6, x
O=C(Nc1nc2ccccc2[nH]1)c1ccc(Cl)c([N+](=O)[O-])c1
  -3, 0, 5, 2, 1, x, 0.2
COc1cccc(C(=O)Nc2cc(S(=O)(=O)N3CCCCC3)ccc2OC)c1
  -4, 8, x, 2, 1, 1, 0.0
CC(=O)c1sc(NC(=O)CCCOc2ccccc2C)nc1C
  -3, 3, x, 1, 4, x, 1.7
NC(=NC(=O)c1ccccc1)N1CCN(C(c2ccccc2)c2ccccc2)CC1
  1, 0, -1, -5, -2, 9, -0.2
CN(C)CCCN(C(=O)c1ccc(Br)s1)c1nc2cc3c(cc2s1)OCCO3
  6, 1, 1, -1, 0, 16, 0.0
COc1ccc2c3c(n(C)c2c1)[C@@H](CO)N(C(=O)CC1CC1)CC31CCN(C(=O)C2CC2)CC1
  -11, 4, x, -2, 6, x, -0.1
Cc1nc(NC(=S)NC(=O)c2cncc(Br)c2)ccc1Br
  -7, -3, -2, -1, 4, 102*, x
CN(C)CC(=O)N[C@H]1CC[C@@H](CCn2cc(C3CCCC3)nn2)O[C@@H]1CO
  -3, -2, -3, 5, -9, 2, 0.0
Cn1c(=O)c(=O)n(C)c2cc(S(=O)(=O)NCCc3ccccc3)ccc21
  x, -1, 3, -5, -3, 21, x
Nn1c(SCC(=O)Nc2ccc3c(c2)OCO3)nnc1C(F)(F)F
  2, 12, x, 9, -4, x, x
C[C@H]1CN([C@@H](C)CO)C(=O)c2cccc(NC(=O)Nc3ccc(F)cc3)c2O[C@@H]1CN(C)CC1CC1
  11, -8, -4, -3, -1, 24, 0.0
C[C@@H](C(=O)N(C)C[C@@H]1OCc2ccccc2-c2c(n(C)c3ccccc23)C(=O)N([C@@H](C)CO)C[C@@H]1C)c1ccccc1
  4, -2, x, 12, 8, x, 0.3
CN(C)S(=O)(=O)c1ccc(Cl)c(C(=O)OCC(=O)NNC(=O)c2cccs2)c1
  2, 1, -1, -3, -3, 2, x
C[C@@H]1CN([C@@H](C)CO)S(=O)(=O)c2ccc(-c3ccncc3)cc2O[C@@H]1CN(C)S(C)(=O)=O
  14, 4, 8, 2, 3, 22, 0.1
O=C(N[C@@H]1CC[C@H](CC(=O)N2CCN(c3ccccc3)CC2)O[C@H]1CO)c1ccncc1
  15, -2, 2, -1, -6, 4, -0.2
Cc1cccc(C(=O)OCC(=O)c2ccc3c(c2)OCO3)c1O
  -4, -8, -3, -3, -3, 4, 0.4
CCC(=O)N1[C@H](CO)[C@H](c2ccccc2)[C@H]1CN(C(C)C)S(C)(=O)=O
  15, 2, -2, 0, 2, 7, 0.1
C[C@H]1CN([C@@H](C)CO)C(=O)c2cccc(NC(=O)c3nc4ccccc4s3)c2O[C@@H]1CN(C)Cc1ccncc1
  -13, 3, 5, -2, -8, 4, x
C[C@H](CO)N1C[C@H](C)[C@H](CN(C)Cc2ccc(C(=O)O)cc2)Oc2ccc(NC(=O)NC3CCCCC3)cc2CC1=O
  1, -14, 3, -4, -2, -14, 5.6
CCN1C(=O)C(=O)N(CC(=O)N(C)CC(=O)Nc2ccccc2C(F)(F)F)C1=O
  u, 0, -1, -8, -1, 30, 2.1
CC(C)COP(=O)(OCC(C)C)C(O)c1ccc(N(C)C)cc1 (configuration not stated)
  -3, 0, 1, 0, -3, 22, 3.8
O=C(Nc1nc2cc3c(cc2s1)OCO3)c1cccc(N2C(=O)CCC2=O)c1
  1, 3, -8, -9, -7, -12, 0.6
C[C@@H](NC(=O)C[C@@H]1C=C[C@H](NC(=O)C2CCC2)[C@@H](CO)O1)c1ccccc1
  24*, -2, 9, -5, -1, 0, -0.2
COC(=O)C(NS(=O)(=O)c1ccccc1Br)C(C)C (configuration not stated)
  -2, -2, 5, 0, -3, -5, 0.0
O=C(NCc1nnc(SCC(=O)N2CCCc3ccccc32)o1)c1ccccc1F
  -5, 1, -6, 1, -7, 3, x
Cc1ccc(Cl)c2sc(NC(=O)C3CC3)nc12
  1, -19, 0, -5, 2, 10, x
CC(C)C#Cc1ccc2c(c1)O[C@H](CN(C)C(=O)c1cccnc1)[C@@H](C)CN([C@H](C)CO)S2(=O)=O
  -10, 9, -2, 2, -1, -9, -0.1
COc1ccc(CN(C)C[C@@H]2OCCCC[C@@H](C)Oc3ccc(NC(=O)Cc4ccccc4)cc3C(=O)N([C@H](C)CO)C[C@@H]2C)cc1
  -6, x, 1, x, x, x, -0.1
COc1ccc2c3c([nH]c2c1)[C@@H](CO)N(C)CC31CN(S(=O)(=O)c2cn(C)cn2)C1
  9, 1, x, x, -27, x, -0.1
CN(C)Cc1c(C(=O)N/N=C/c2ccoc2)nnn1-c1nonc1N
  8, -1, 2, -6, -9, 1, 0.0
COC(=O)c1ccccc1NS(=O)(=O)c1cn(C)c(=O)n(C)c1=O
  -4, 1, -2, -6, 1, 11, x
COC(=O)c1cc(NC(=O)CC2CCCC2)cc(C(=O)OC)c1
  9, 0, 2, -2, 9, 5, 0.2
COc1ccc(S(=O)(=O)N2CCC3(CC2)OCCN3S(=O)(=O)c2cccs2)cc1OC
  -11, 2, x, 5, -1, 20, -0.1
CSc1nsc(SCc2ccc(Cl)cc2)n1
  6, -7, x, 7, -11, -2, x
C=CCNC(=O)c1c(Br)cnn1-c1ccc(C)cc1
  -8, 0, x, -2, -4, x, x
N#Cc1nc(COc2ccccc2)oc1N1CCOCC1
  x, 2, 1, 1, -5, 106*, x
Cc1ccc(CNC(=O)[C@H]2C[C@@H]2[C@H](NP(=O)(c2ccccc2)c2ccccc2)c2ccccc2)o1
  -2, 7, -2, x, 11, 21, -0.1
O=C(CCn1nnc(-c2cccs2)n1)NC1CCCCC1
  x, 8, -4, 1, 3, 6, x
CC(=O)/C(N=Nc1ccc(-n2ccc(C(F)(F)F)n2)cc1)=C(\C)O
  1, -5, -5, -5, 2, x, -0.3
CCCc1cn(CC[C@@H]2CC[C@H](NC(=O)Nc3ccccc3F)[C@H](CO)O2)nn1
  -5, -2, 0, 1, 10, -11, -0.1
C=CCn1c(COc2ccc(F)cc2)nnc1SC(C)C(=O)NCC1CCCO1 (configuration not stated)
  -3, -1, -4, 3, 3, -15, 2.8
COc1ccc(-c2ccncc2)cc1OC
  -10, 7, -1, -2, 0, 2, 0.0
C[C@H]1CCCCO[C@H](CN(C)C(=O)Nc2ccc(F)cc2)[C@@H](C)CN([C@@H](C)CO)C(=O)c2cc(NC(=O)CCCN(C)C)ccc2O1
  3, 2, -1, -7, -6, x, 0.0
Cn1ccc2c(-c3ccc4c(c3)OCCO4)cc3c(c21)C1CCC3O1 (configuration not stated)
  4, 8, 6, -17, -2, 5, 0.1
N#Cc1cnn(-c2ccc(F)cc2)c1N
  10, 5, -7, 0, 31, x, -0.1
C=CCN1c2ccccc2[C@]23C[C@@H](C(=O)OC)N(C(=O)C4CCC4)C2=NC(C(=O)OC)=C(C(=O)OC)[C@H]13
  -5, 4, -3, 6, -4, 12, -0.2

Next section.
The line under a structure holds: DENV2 CPE, ERp5 inh, PglD inh, SIRT5 inh, S100A4 MyoIIA, C2C12 statin, E-selectin induc
COc1ccc(-c2nc(NC(=O)CSCCO)sc2C)cc1
  -1, 0, x, -2, -3, x, 0.0
O=C(CN1CCCC1)N1CCN(c2ccccc2)CC1
  12, 2, -4, 0, 27, 3, -0.5
C/C(CC(=O)Nc1cccc2c1CCCC2)=N\NC(=O)Cc1ccccc1
  4, 0, 0, 0, 2, 4, 0.1
CN(C)/C=C1\C(=O)NN=C1C(F)(F)F
  0, 4, x, -3, 3, x, x
CCOC(=O)[C@@H]1[C@H]2COc3ccc(Br)cc3[C@@H]2N2C(=O)N(c3ccc(OC)cc3)C(=O)[C@@]12C
  2, -2, -1, x, -3, 18, -0.2
Cc1ccc(-c2ccc([C@@H]3[C@@H](CO)N4CCCCN(C(=O)Nc5cccc(F)c5)C[C@@H]34)cc2)cc1
  -3, 7, 1, 18*, -11, x, -0.6
